GPR7 antagonist: human neuropeptides B/W receptor 1 antagonism. GPR7-expressing cells, fluorescence antagonist assay. inhibition, % at 4.4 µM. 1.1% of 290,000 active. AID 1861; in the data active = inhibition above about 16%, passing the limit was not always enough;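 also: cells stimulated with the agonist NPW; 0% = agonist with vehicle and 100% = vehicle without agonist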
Target sequence (P48145 whole entry, looked up): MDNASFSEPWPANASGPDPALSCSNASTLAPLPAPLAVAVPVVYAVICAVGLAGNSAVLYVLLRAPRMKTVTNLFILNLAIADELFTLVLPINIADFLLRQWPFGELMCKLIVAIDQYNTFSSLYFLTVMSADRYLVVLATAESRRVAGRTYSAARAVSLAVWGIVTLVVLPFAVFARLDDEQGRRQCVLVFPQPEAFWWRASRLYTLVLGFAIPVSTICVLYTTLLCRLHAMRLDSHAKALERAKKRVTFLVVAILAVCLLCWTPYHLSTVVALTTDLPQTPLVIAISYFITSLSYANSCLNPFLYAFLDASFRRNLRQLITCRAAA
GalR3 antagonist: blocks the human galanin receptor 3; O60755; HEK293 GalR3-CNG cAMP membrane potential fluorescence; galR3 body fused to GalR1 C-terminus; inhibition, % at 3 µM; 0.44% of 360,000 active; AID 651719;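 active = inhibition above the screen-wide average plus 3 SD, cut at about 13% in these data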;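 also: forskolin and galanin both at EC90 stimulate the cells; cAMP rise reported by CNG channel membrane potential dye signal; 0% = forskolin plus galanin with DMSO and 100% = forskolin alone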
VIM-2 inhibitor: inhibitors of Pseudomonas aeruginosa VIM-2 metallo-beta-lactamase; purified VIM-2, nitrocefin hydrolysis, epi-absorbance fluorescence; inhibition, % at 5.6 µM; 0.89% of 290,000 active; AID 1527;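 active = inhibition above the mean of all tested compounds plus 3 SD, cutoff set per screening run, cut at about 7.5% in these data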;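 also: red hydrolysis product quenches plate fluorescence so inhibitors raise well fluorescence; 0% = enzyme with DMSO and 100% = DMSO without enzyme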
OXTR agonist: activates the human oxytocin receptor; CHO-OTR cells, Fluo-8 calcium fluorescence; normalized: DMSO 0%, oxytocin 100%; 0.32% of 320,000 active; activation, % at 3 µM;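 active = activation above the mean of all tested compounds plus 3 SD, cutoff set per screening run, cut at about 20% in these data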;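 also: peak over basal fluorescence ratio from a 100 s FLIPR kinetic read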
V1R ag counter: V1a receptor agonism, counter-screen for OXTR agonists; CHO-V1R cells, Fluo-8 calcium fluorescence, agonist mode; 0% DMSO, 100% 3 nM vasopressin; activation, % at 3 µM; 0.25% of 320,000 active; AID 2797;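 active = activation above the mean activation of all tested compounds plus 3 SD, per screening run, cut at about 20% in these data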;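 also: signal is peak over basal fluorescence ratio across a 100 second FLIPR read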
Target sequence (P37288 whole entry, looked up): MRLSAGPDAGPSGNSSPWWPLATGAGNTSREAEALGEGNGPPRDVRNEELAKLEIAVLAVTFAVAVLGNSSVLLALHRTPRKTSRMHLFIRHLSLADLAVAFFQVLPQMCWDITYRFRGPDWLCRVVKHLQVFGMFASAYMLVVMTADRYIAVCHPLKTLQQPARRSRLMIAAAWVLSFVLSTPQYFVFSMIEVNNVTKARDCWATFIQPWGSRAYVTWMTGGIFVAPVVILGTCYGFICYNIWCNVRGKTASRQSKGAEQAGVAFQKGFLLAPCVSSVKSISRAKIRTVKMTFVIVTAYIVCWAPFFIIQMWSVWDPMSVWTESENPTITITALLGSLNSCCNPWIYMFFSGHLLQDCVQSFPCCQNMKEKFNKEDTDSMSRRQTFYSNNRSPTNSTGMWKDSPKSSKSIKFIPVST
PHOSPHO1 block: inhibitors of human PHOSPHO1 phosphatase | inhibition, % at 13.3 µM | 1.1% of 290,000 active | recombinant PHOSPHO1, absorbance phosphatase assay; in the data active = inhibition above about 60%
Target sequence (Q8TCT1 whole entry, looked up): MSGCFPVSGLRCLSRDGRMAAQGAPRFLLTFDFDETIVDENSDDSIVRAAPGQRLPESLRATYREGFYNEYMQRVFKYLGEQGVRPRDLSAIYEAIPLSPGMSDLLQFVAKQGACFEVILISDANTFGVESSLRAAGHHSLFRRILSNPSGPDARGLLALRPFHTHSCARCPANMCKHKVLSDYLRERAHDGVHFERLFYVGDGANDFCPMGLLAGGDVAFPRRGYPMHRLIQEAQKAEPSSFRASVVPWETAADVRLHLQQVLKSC
FID counter: displaces DNA intercalator in HCV helicase counter-screen; DNA fluorescent intercalator displacement, fluorescence; inhibition, % at 7.9 µM; 0.17% of 290,000 active; in the data active = inhibition above about 37%;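 also: 0% = vehicle and 100% = reference compound; higher means more ethidium bromide displaced from hairpin DNA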
IMP-1 inhibitor: blocks Pseudomonas aeruginosa IMP-1 metallo-beta-lactamase | purified IMP-1, nitrocefin hydrolysis, epi-absorbance fluorescence | inhibition, % at 5.6 µM | 0.45% of 290,000 active | AID 1556;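 active = inhibition above the mean plus 3 SD of all compounds in the same screening run, cut at about 4.5% in these data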;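 also: 0% = IMP-1 with DMSO and 100% = DMSO wells lacking enzyme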
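System: Purified recombinant IMP-1 metallo-beta-lactamase enzyme | Measured by: Fluorescence quenching readout, ex 480/em 530 nm | Replication: Singlicate | Incubation: 15 min preincubation plus 25 min reaction at 25 °C | Evaluation: Percent inhibition from optical density relative to buffer-blank wells | Benchmarks: DMSO with and without IMP-1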
HCV NS3 hel inh: inhibitors of Hepatitis C virus NS3 helicase | inhibition, % at 10.9 µM | NS3 helicase DNA unwinding, Cy5 molecular beacon fluorescence | 0.56% of 290,000 active;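 active = inhibition above the mean of all tested compounds plus 3 SD, set per campaign, cut at about 35% in these data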;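 also: 0% = DMSO wells and 100% = thioflavine S control wells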
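Material: hepatitis C virus NS3 helicase domain fragment enzyme; measured by: Cy5 fluorescence, 0 and 60 min reads; control set: DMSO and thioflavine S; incubation: 60 min unwinding reaction at 25 °C after ATP addition; read-out basis: % inhibition from 60/0 min fluorescence ratio, DMSO 0%, thioflavine S 100%; repeats: singlicate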
* = called active by the depositor; / = no result given; & = joins results of further samples.

SMILES,OXTR agonist,PHOSPHO1 block,FID counter,V1R ag counter,GalR3 antagonist,GPR7 antagonist,HCV NS3 hel inh,VIM-2 inhibitor,IMP-1 inhibitor
O=C(CNC(=O)c1ccco1)OCC(=O)c1ccc2c(c1)CCCC2,-1.4,38,-21,-0.6,-1,4,2,0.2,-3.3
Cc1cc(C)c2nc(NC(=O)c3cc(C)on3)sc2c1,-1.7,9,-4,0.4,1,-19,4,-3.2,-5.7
COc1cccc(N2C(=O)CC(Sc3nc(C)cc(C)n3)C2=O)c1 (stereo unspecified),0.3,/,-12,0.7,1,-13,-14,-1.6,-0.1
CC(=O)c1cccc(NC(=O)N2CCCCCC2)c1,-0.1,31,-12,0.1,-1,0,1,0.2,-3.5
COc1ccc(NC(=O)CCN2CCN(c3ccccc3F)CC2)c(OC)c1,-1.3,-13,-4,-0.2,-9,12,8,3.0,-3.1
O=C(Nc1cc(N2CCOCC2)ncn1)c1ccc(F)cc1,-0.7,32,-6,-0.1,-1,-20,-15,-1.9,-1.5
CC(C)[C@H](NC(=O)OC(C)(C)C)C(=O)N1CCC(C(=O)N[C@@H](C)C(=O)Nc2ccc(F)cc2)CC1,-1.3,28,-31,0.2,-7,-6,-6,-0.7,0.4
CCCOc1ccc(/C=N/NC(=O)c2ccc3c(c2)OCO3)c(OCCC)c1,-0.8,32,-24,-0.9,-6,5,-2,-1.0,-1.9
CCOc1c(/C=C(\C#N)C(N)=O)c2ccccc2n1CC,-2.0,8,-2,-1.7,1,-7,-6,-2.4,-3.5
Cn1cccc1CC(=O)NNC(=O)Nc1ccc(F)cc1,0.3,-13,-12,0.8,3,-5,12,-4.5,-1.3
Nc1ccc(-n2nncc2-c2ccc(Cl)cc2)cc1,1.8,19,-3,2.2,-8,-6,8,-4.9,-2.1
O=C(CNC(=O)c1ccc(Br)o1)NCCc1ccc(F)cc1,-0.6,38,-3,0.1,-2,-8,2,-1.2,-2.0
COc1ccc(S(=O)(=O)N2CCC(C(=O)Nc3c(F)cccc3F)CC2)cc1,1.4,-9,-6,2.4,/,14,-7,-0.7,-1.2
Cc1cccc(C(=O)N2CCN(C(=O)c3cccc(C)c3)C(C)C2)c1 (stereo unspecified),-0.9,7,-19,2.0,-6,-3,0,-4.5,-3.0
CCC(C)(C)n1nnnc1C(c1ccccc1)N1CCN(Cc2ccccc2)CC1 (stereo unspecified),-3.0,49,3,-0.2,-1,7,-2,-3.0,-0.8
COc1ccccc1C(=O)N(Cc1ccco1)C1CCS(=O)(=O)C1 (stereo unspecified),0.2,6,-7,0.1,4,9,0,-3.6,-1.1
Cc1cc(=O)[nH]c(SCc2cc(=O)n3nc(C)sc3n2)n1,-0.2,21,2,0.6,-2,-1,-4,-0.1,-6.1
CCC(C(=O)Nc1nccs1)c1ccccc1 (stereo unspecified),-1.5,1,-2,-0.8,-8,0,11,-5.0,-3.4
Cc1nc(-c2ccccc2)sc1C(=O)/C=C/c1ccccc1,-1.1,-7,-7,0.5,0,-9,-3,-2.8,-3.2
Cc1ccc(Cn2c(=N)c(C#N)cc3c(=O)n4cccc(C)c4nc32)cc1,1.5,-17,2,0.4,/,-13,4,-2.3,-1.8
COc1ccccc1N1C(N)=NC(N)=NC1(C)C,1.2,4,8,0.9,-1&0,-1,-14,2.0,0.4
COc1cccc(CCNC(=O)CC2C(=O)NCCN2Cc2ccc(Cl)c(F)c2)c1 (stereo unspecified),-1.0,6,-18,-0.8,-4,-9,-3,-0.7,-4.1
COc1cccc(C(=O)/C=C/Nc2cccc(O)c2)c1,1.6,12,-14,0.5,/,-7,5,1.6,-2.0
COc1ccc(NC(=S)N2CCC(NC(=O)C3CCCCC3)CC2)cc1,1.2,10,-15,0.4,-8,-5,-7,-1.6,0.3
Cc1cc(NC(=O)CCN2C(=O)C3C4C=CC(C4)C3C2=O)ccc1Br (stereo unspecified),5.0,36,-15,4.9,-3,0,-6,-3.6,-2.2
OCCSc1nnc(Nc2ccccc2)s1,-0.8,10,2,0.1,-2,-2,-6,1.1,0.5
CSCC[C@H](NC(=O)OC(C)(C)C)C(=O)N1CCC(C(=O)N[C@H](C(=O)O)C(C)C)CC1,-0.2,-8,-23,-0.4,-3,-12,5,-0.8,-2.2
Cn1c2ccccc2c2cc(C(=O)N3CCOCC3)sc21,-1.5,34,-17,-0.8,-1,-10,10,-0.3,-1.1
CCCCc1nnc(NC(=O)CSc2nc(=O)cc(N)n2-c2ccccc2)s1,-0.5,-3,-35,0.7,-7,-1,0,-3.1,-3.2
O=C(CSc1nncn1-c1ccccc1)Nc1c(F)cccc1F,-0.1,15,-3,-0.1,-6,-2,1,-1.5,-3.8
COc1ccccc1CNC(=O)/C=C/c1cc2c(cc1Br)OCO2,-0.1,-1,1,0.9,7,-2,0,-0.6,-3.1
Cc1ccc(N2CCN(/N=C/c3ccccc3)CC2)cc1,0.7,51,-4,-0.7,-3,-15,7,-1.1,-2.0
O=C(NCCO)c1ccc2c(c1)S(=O)(=O)c1ccccc1C2=O,-0.1,-75,5,0.4,-4,1,0,0.8,-1.7
CCn1nnc2cc(C(=O)NCC(c3ccccc3OC)N(C)C)ccc21 (stereo unspecified),0.3,23,-5,0.8,-9,-8,-8,-2.3,-2.0
COc1ccc(OC)c(S(=O)(=O)N2CCCC(N3CCN(c4ccccc4)CC3)C2)c1 (stereo unspecified),-0.9,12,-3,2.6,-2,0,-5,-1.6,0.3
Cc1ccc(C)c(S(=O)(=O)Nc2ccc(C(=O)NCCc3ccccn3)cc2)c1,-0.5,1,-19,0.7,-5,-9,-7,-1.3,-0.9
CC(=O)O/N=C/c1c(Cl)n(C)c2ccccc12,-1.4,29,-4,-1.1,-5,-13,-6,1.5,-1.6
O=C(C1=C(O)C(=O)N(CC2CCCO2)C1c1ccccc1)c1ccco1 (stereo unspecified),0.0,23,-16,0.0,-9,-11,16,-0.7,-2.8
CC(C)(C)c1ccc(C(=O)NC(=S)NCc2cccnc2)cc1,-1.4,4,-24,2.2,-5,-10,-5,-3.3,-0.1
COc1ccc(CNC(=O)CN(Cc2ccc(F)cc2)C(=O)CCC(=O)Nc2nccs2)cc1,-1.4,16,-35,-0.8,-10,-6,-11,-0.5,-1.2

Next section (2 carried over from the part before).
SMILES,OXTR agonist,PHOSPHO1 block,FID counter,V1R ag counter,GalR3 antagonist,GPR7 antagonist,HCV NS3 hel inh,VIM-2 inhibitor,IMP-1 inhibitor
CC(C)(C)c1ccc(C(=O)NC(=S)NCc2cccnc2)cc1,-1.4,4,-24,2.2,-5,-10,-5,-3.3,-0.1
COc1ccc(CNC(=O)CN(Cc2ccc(F)cc2)C(=O)CCC(=O)Nc2nccs2)cc1,-1.4,16,-35,-0.8,-10,-6,-11,-0.5,-1.2
COc1ccccc1/C=N/NC(=O)CC(=O)Nc1ccc(Cl)c(Cl)c1,0.5,30,-6,0.8,-1,-3,-2,-2.9,-1.8
O=C(OCC(=O)c1cccs1)c1cccc(C(=O)OCC(=O)c2cccs2)n1,2.3,2,-12,2.5,-8,5,0,-3.1,-2.2
CC(=O)Nc1ccc(S(=O)(=O)NCc2nc(-c3ccc(C)cc3)no2)cc1,0.9,21,-7,1.9,0,-16,-2,-2.1,0.2
CCCCNC(=O)O/N=C(\N)CS(=O)(=O)C(C)(C)C,-0.1,10,1,0.0,5,-14,-5,-0.3,-1.3
COC(=O)CSC1=C(C#N)C(c2ccsc2)CC(=O)N1 (stereo unspecified),2.0,22,0,2.0,-3,-8,-5,-2.3,3.1
CC(NC(=O)Cc1cccs1)c1ccc2c(c1)OCO2 (stereo unspecified),-0.7,-6,-1,-0.4,-5,-5,-7,-2.1,-4.4
O=C(CCN1C(=O)COc2ccccc21)NCCC1=CCCCC1,-0.8,11,-13,-1.0,0,8,2,0.5,-1.1
O=C(COC(=O)c1ccccc1NC(=O)c1ccco1)NCc1ccc2c(c1)OCO2,-1.9,-10,-6,-1.6,0,-20,2,-3.0,-4.3
CC1CCCN(C(=S)NC2CCCC2)C1 (stereo unspecified),-0.7,6,-5,0.3,3,-6,-6,1.0,-0.2
COC(=O)c1sccc1NC(=O)C1CC2CCC1C2 (stereo unspecified),-2.6,5,4,-1.2,-3,-15,1,-3.9,48*
O=C1COc2ccc(-c3csc(NCC4CCCO4)n3)cc2N1 (stereo unspecified),0.7,35,-1,0.6,-1,-4,-4,-0.3,-1.3
N#Cc1ncc(C(F)(F)F)cc1Sc1ccccc1N,-0.2,1,-1,-0.9,2,1,5,-6.2,-1.0
CC(=O)Nc1ccc(NC(=O)Nc2ccccc2C)cc1,1.2,32,12,1.8,7,-5,5,-5.0,-2.7
CCSc1cc(N2CCCC2)nc(-c2cccc(C)c2)n1,-0.3,-46,-8,0.7,2,-18,14,-2.0,-2.9
CCn1c(C)nc2cc(C(=O)NNC(=S)Nc3ccc(Cl)cc3)ccc21,-0.1,5,-9,-0.3,-6,-4,-3,-1.1,-2.8
O=C1CC(c2cc(F)ccc2F)c2cc3c(cc2N1)CCC3 (stereo unspecified),-3.0,35,-5,-1.2,-3,-5,4,-0.9,-2.1
CC(=O)c1ccc(NC(=O)COC(=O)c2ccccc2N=Nc2ccc(N(C)C)cc2)cc1,-1.1,-2,-11,-0.9,-2,1,6,-3.5,-5.8
N#CCC(=O)NCC1(c2ccccc2)CCCC1,-0.5,29,-4,0.7,0,-8,-9,-3.0,-6.8
O=C(C1=C(c2ccccc2)C(=O)c2ccccc2C1=O)c1ccccc1,/,-7,5,/,-11,-19,-2,-1.7,-0.6
Cc1ccc(S(=O)(=O)/C(C#N)=C/c2ccccc2OCc2ccccc2)cc1,-1.9,4,-4,0.1,-4,-9,12,-1.0,1.1
O=C(CN1CCN(c2ccccc2)CC1)N1CCc2ccccc21,0.5,20,-11,0.6,-9,17,-6,2.0,-1.4
Cc1ccc(C(=O)/C=C/Nc2cccc([N+](=O)[O-])c2)o1,-0.9,-5,2,-0.3,-4,0,-2,0.3,-2.7
Cc1nn(-c2ccc(F)cc2F)c2c1-c1nc(N3CCCC3)ncc1CC2,-0.6,23,-11,-0.9,-4,-20,-11,0.9,-2.9
Cc1onc(CO)c1C(=O)Nc1nccs1,0.3,-32,1,0.6,-8,-11,-2,-5.4,-3.7
Cc1ccc(S(=O)(=O)Cn2nnnc2C(CC(C)C)N2CCN(C3CCCC3)CC2)cc1 (stereo unspecified),0.3,24,24,-0.2,-8,6,-15,-2.3,-1.5
Cc1c(/C=N/NC(=O)c2cccnc2)c2ccccn2c1C(=O)c1ccc(F)cc1,-0.5,-1,-16,1.3,/,-9,19,-2.9,-1.4

Assay outcomes: PubChem BioAssay, several laboratories
